NSD2 inh: NSD2 histone methyltransferase inhibitors, primary screen, biochemical, AlphaScreen, single concentration, set 2 | Histone-lysine N-methyltransferase NSD2 (Homo sapiens), O96028 | NSD2 peptide methylation, 120 min | inhibition, % at 12.5 µM | 0.54% of 310,000 active | AID 743445, 2014; in the data active means inhibition above about 50%
Target sequence (O96028 whole entry, looked up): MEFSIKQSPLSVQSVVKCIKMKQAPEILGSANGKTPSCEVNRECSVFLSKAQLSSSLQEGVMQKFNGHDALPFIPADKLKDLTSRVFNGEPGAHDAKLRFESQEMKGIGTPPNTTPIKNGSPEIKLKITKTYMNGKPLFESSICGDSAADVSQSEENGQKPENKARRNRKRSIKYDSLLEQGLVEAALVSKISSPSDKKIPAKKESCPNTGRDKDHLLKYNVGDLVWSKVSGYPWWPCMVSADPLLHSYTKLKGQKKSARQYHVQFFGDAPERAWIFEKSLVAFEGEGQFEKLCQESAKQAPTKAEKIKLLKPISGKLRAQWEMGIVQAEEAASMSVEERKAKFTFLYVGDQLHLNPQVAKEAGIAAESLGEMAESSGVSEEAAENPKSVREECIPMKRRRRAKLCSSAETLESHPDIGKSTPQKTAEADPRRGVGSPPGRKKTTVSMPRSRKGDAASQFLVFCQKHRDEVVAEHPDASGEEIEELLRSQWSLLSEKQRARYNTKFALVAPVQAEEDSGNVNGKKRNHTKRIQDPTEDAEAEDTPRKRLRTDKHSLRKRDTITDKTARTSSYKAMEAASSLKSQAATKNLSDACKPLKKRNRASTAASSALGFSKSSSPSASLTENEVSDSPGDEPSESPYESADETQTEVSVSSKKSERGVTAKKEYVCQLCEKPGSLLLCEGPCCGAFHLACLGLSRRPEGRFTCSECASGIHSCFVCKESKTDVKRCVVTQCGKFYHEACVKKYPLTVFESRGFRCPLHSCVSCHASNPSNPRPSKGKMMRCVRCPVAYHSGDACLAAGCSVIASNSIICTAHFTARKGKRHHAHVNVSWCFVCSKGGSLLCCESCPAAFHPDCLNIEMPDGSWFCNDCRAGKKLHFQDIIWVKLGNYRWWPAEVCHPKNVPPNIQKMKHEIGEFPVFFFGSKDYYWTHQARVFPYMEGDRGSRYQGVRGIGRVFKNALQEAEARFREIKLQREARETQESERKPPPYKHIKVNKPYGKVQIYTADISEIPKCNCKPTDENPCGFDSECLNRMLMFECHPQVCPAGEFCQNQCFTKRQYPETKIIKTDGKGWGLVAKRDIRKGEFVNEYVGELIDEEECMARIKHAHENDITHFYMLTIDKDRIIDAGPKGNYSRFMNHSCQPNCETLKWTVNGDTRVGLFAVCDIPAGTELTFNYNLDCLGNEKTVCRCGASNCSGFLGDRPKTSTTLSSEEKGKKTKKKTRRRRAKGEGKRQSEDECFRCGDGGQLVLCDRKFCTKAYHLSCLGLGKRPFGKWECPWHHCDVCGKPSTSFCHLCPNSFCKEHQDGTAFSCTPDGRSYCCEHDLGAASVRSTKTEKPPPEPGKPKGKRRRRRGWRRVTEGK
Wnt bcat act: Wnt/beta-catenin pathway activators, primary screen, cell-based, plate reader, single point; Wnt/beta-catenin reporter cell assay, activator; activation, % at 9.35 µM; 1.2% of 300,000 active; AID 743398, 2014; in the data active means activation above about 30%, passing the limit was not always enough;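 further: 0% = neutral control wells and 100% = positive control wells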
V-ATPase pH: regulators of yeast V-ATPase proton pumping, primary screen, pHLuorin cytosolic pH fluorescence. S. cerevisiae. response, % at 10 µM. 0.37% of 350,000 active. AID 504577, 2011; in the data active means response mostly above about 7.3%, no sharp cut-off; inactive means mostly below about 5.4%; further: actives read high; inactives centre near 0; some compounds called inactive have numbers as strong as hits; reference of the scale not given here
* marks the source's active call; other numbers are inactive results. The list is partial; count on the stated rates, not on these rows.

Wnt bcat act	structure	V-ATPase pH	NSD2 inh
0	COC(=O)/C=C1/SC(=Nc2ccc(Cl)c(Cl)c2)NC1=O	-3	5
-3	Cc1cccc(-c2noc(-c3c(C)noc3C)n2)c1	-5	-1
5	O=S(=O)(Cc1noc(-c2ccc(OC(F)(F)F)cc2)n1)c1ccc(F)cc1	1	0
-7	COc1ccc(OC)c(CN2CCN(C(=O)c3ccc(S(=O)(=O)N4CCCCCC4)cc3)CC2)c1	0	9
7	Cn1cccc1C(=O)OCC(=O)N1CCc2ccccc2C1	6	1
13	CCOc1ccc(/C=N/NC(=O)Cc2cccs2)cc1	1	1
0	CCOc1ccc(CN(C)C(=O)c2cccc(S(=O)(=O)Nc3ccccc3OC)c2)cc1OC	0	-4
-1	O=C(CCC(=O)OCC(=O)c1ccc(C(F)(F)F)cc1)OCC(=O)c1ccc(C(F)(F)F)cc1	2	-1
-1	Cc1ccc(C(=O)Nc2nc(N)n(-c3ccccc3)n2)cc1	-4	-3
2	O=C1OCC/C1=C1/NCCNC1=O	-2	0
22	O=C(CCN1C(=O)c2ccccc2C1=O)c1ccccc1	1	0
-3	Cc1cc(C(=O)NNC(=O)c2cccc(Cl)c2)no1	-6	2
-1	OCC(O)CN1CCCC1 (centres undefined)	-3	0
-2	COC(=O)c1c(NC(=O)c2ccc(C(=O)c3ccccc3)cc2)sc2c1CC(C)(C)NC2(C)C	1	-2
-2	O=C(CCN1N=C(c2ccccc2)CCC1=O)NC1CCCCC1	2	-2
1	CN(CC(=O)NCC1CCCO1)S(=O)(=O)c1ccc2ccccc2c1 (centres undefined)	4	-2
-4	Cc1ccc(-n2nc(C)c(=O)c(-c3ccccc3)c2NC(=O)C(C)C)cc1	-52	-3
1	O=C(COC(=O)C1=COCCO1)NCc1ccc(Cl)cc1Cl	0	3
12	c1ccc(C2=NC(c3ccccc3)CC2)cc1 (centres undefined)	-1	-2
-1	Cc1cc(=O)[nH]c(NNC(=O)c2ccc(Cl)cc2)n1	4	-4
-2	Cc1cc(S(=O)(=O)Nc2ccc(C(=O)NC3CC3)cc2)ccc1F	1	0
3	OCc1ccccc1Cn1ccnc1	-1	-1
-1	COc1ccc(NC(=O)c2cc(-c3ccc(C)o3)nc3ccccc23)c(OC)c1	-5	0
3	Cc1cccc(-n2c(=S)[nH]c3nc4c(cc3c2=O)COC(C)(C)C4)c1	-2	0
1	CN(C)c1ccc(C=C2SC(=S)N(Cc3ccco3)C2=O)cc1	4	-1
1	O=c1[nH]c2cc([N+](=O)[O-])ccc2c2cc(Br)ccc12	1	0
-1	NC1=CC(=O)C(=O)c2cccnc21	-2	122*
14	Cn1nc(NC(=O)C(F)(F)F)c2ncc(-c3ccccc3)nc21	0	21
2	CS(=O)(=O)Nc1ccccc1NS(C)(=O)=O	0	2
-1	CC(=O)c1ccc(NC(=O)CN2CCC(NC(=O)c3ccccc3C)CC2)cc1	8.2*	2
-4	COc1cccc(NC(=O)c2cnc(NS(=O)(=O)c3ccccc3)nc2)c1	-4	0
0	C=CCN1C(=O)/C(=c2\sc3nc(=O)c(Cc4ccc(OC)c(OC)c4)nn3c2=O)c2ccccc21	0	5
3	COc1ccc(C(=O)NC(C)Cc2c[nH]c3ccccc23)cc1 (centres undefined)	-1	-1
5	Cc1ccc(C(=Cc2ccc([N+](=O)[O-])cc2)C(=O)O)cc1	6	0
-5	Cc1nc2ccccn2c(=O)c1NC(=O)COc1ccccc1	-2	-1
0	COc1ccc(/C=N/NC(=O)c2cccnc2)cc1CN1CCc2ccccc2C1	-9	2
-4	COc1cc2c(cc1N)-c1ccc(N)cc1C2=O	-1	8
1	COc1ccc(C2c3c(ncn(CCCO)c3=N)Oc3ccc4ccccc4c32)cc1OC (centres undefined)	-3	12
-2	O=C1c2ccccc2S(=O)(=O)c2cc(-c3nn[nH]n3)ccc21	-4	-2
0	COc1cccc(/C=C/C(=O)OCC(=O)Nc2ccc3c(c2)OCO3)c1	-1	14

16 of these compounds in a different format:
canonical_smiles	Wnt bcat act	V-ATPase pH	NSD2 inh
Cc1cc(S(=O)(=O)Nc2ccc(C(=O)NC3CC3)cc2)ccc1F	-2	1	0
OCc1ccccc1Cn1ccnc1	3	-1	-1
COc1ccc(NC(=O)c2cc(-c3ccc(C)o3)nc3ccccc23)c(OC)c1	-1	-5	0
Cc1cccc(-n2c(=S)[nH]c3nc4c(cc3c2=O)COC(C)(C)C4)c1	3	-2	0
CN(C)c1ccc(C=C2SC(=S)N(Cc3ccco3)C2=O)cc1	1	4	-1
O=c1[nH]c2cc([N+](=O)[O-])ccc2c2cc(Br)ccc12	1	1	0
NC1=CC(=O)C(=O)c2cccnc21	-1	-2	122*
Cn1nc(NC(=O)C(F)(F)F)c2ncc(-c3ccccc3)nc21	14	0	21
CS(=O)(=O)Nc1ccccc1NS(C)(=O)=O	2	0	2
CC(=O)c1ccc(NC(=O)CN2CCC(NC(=O)c3ccccc3C)CC2)cc1	-1	8.2*	2
COc1cccc(NC(=O)c2cnc(NS(=O)(=O)c3ccccc3)nc2)c1	-4	-4	0
C=CCN1C(=O)/C(=c2\sc3nc(=O)c(Cc4ccc(OC)c(OC)c4)nn3c2=O)c2ccccc21	0	0	5
COc1ccc(C(=O)NC(C)Cc2c[nH]c3ccccc23)cc1 (centres undefined)	3	-1	-1
Cc1ccc(C(=Cc2ccc([N+](=O)[O-])cc2)C(=O)O)cc1	5	6	0
Cc1nc2ccccn2c(=O)c1NC(=O)COc1ccccc1	-5	-2	-1
COc1ccc(/C=N/NC(=O)c2cccnc2)cc1CN1CCc2ccccc2C1	0	-9	2

Later entries
Wnt bcat act	structure	V-ATPase pH	NSD2 inh
-1	Cc1ccc(C(=O)NC(C)C(c2cccs2)N2CCOCC2)cc1C (centres undefined)	-1	2
0	COc1cc(NC(=O)COc2ccc([N+](=O)[O-])cc2)ccc1NC(=O)c1ccco1	0	1
-1	COc1ccc(C(=O)CC(C#N)c2ccc3c(c2)OCO3)cc1OC (centres undefined)	0	1
-6	O=C(Cn1ccnc1[N+](=O)[O-])N(CCO)CCO	-2	-3
-6	CC(C)(C)c1ccc(Oc2ccc(N)cn2)cc1	0	-2
-4	Cc1cccc(N=Cc2ccccc2O)c1C	-1	-2
-4	CCc1ccc(CN2CCC(Oc3cc(C(=O)NC4CC4)ccc3OC)CC2)cc1	0	4
-2	O=C(CCc1ccccc1)Nc1sc2c(c1C(=O)O)CCCC2	-3	8
-1	CC(CN1CCN(CCOCCO)CC1)CN1c2ccccc2Sc2ccc(Cl)cc21 (centres undefined)	-3	6
1	Cc1nc(SC(C(N)=O)c2ccccc2)c(C#N)c(C)c1C (centres undefined)	0	0
2	Cc1ccccc1NC(=O)CNC(=O)N1CC(=O)Nc2ccccc21	0	-2
7	COc1cccc2c3c(c(=O)[nH]c12)CC(C)(C)O3	-1	-2
3	N#CCCSC(=S)C1CCCC1=N (centres undefined)	-4	9
4	NC(=O)CSc1nnc(-c2cnccn2)n1Cc1ccco1	1	-1
0	N#CCC(=O)Nc1ccc(C(=O)OCC(=O)Nc2cccc3ccccc23)cc1	-2	2
-1	CC(C)=NNC(=O)C1=NNC(=O)C1	-1	-4
-4	COCCn1c2nc(=O)n(-c3ccccc3)c(=O)c-2nc2ccccc21	-26	50*
-3	OC(c1ccccc1)c1ccccc1CN1CCCNC1=S (centres undefined)	0	2
0	N#CCC(C(=O)c1cccnc1)c1ccccc1 (centres undefined)	5	2
-2	COc1ccc(CCNC(=O)c2cc(S(=O)(=O)N3CCc4ccccc43)ccc2F)cc1OC	2	-1
-4	COc1ccc(C2CC(c3cccc([N+](=O)[O-])c3)=NN2/C(C)=C/C(C)=O)cc1 (centres undefined)	-2	1
1	Cn1c(=O)c2c(ncn2CC(=O)OCC(=O)Nc2cccc(C#N)c2)n(C)c1=O	0	1
0	COc1ccc(C(C)=NOC(=O)c2c(-c3ccccc3Cl)noc2C)cc1CN1CCOCC1	-4	-2
1	CC(C)(C)c1cc[n+](C2=C([O-])c3ccccc3C(=O)/C2=N\S(=O)(=O)c2ccccc2)cc1	-2	63*
2	CCN(CC)CCNc1cccc2sc3ccccc3c(=O)c12	2	22
0	CCOC(=O)[C@@H]1CCN(Cc2ccccc2)C[C@H]1c1ccccc1	-4	-1
-3	COc1ccccc1Nc1cc(C)nc2c(C)cccc12	2	-2
0	CC(C)(C)c1ccc(OCCCC(=O)Nc2nnc(C3CC3)s2)cc1	0	0
-6	COc1ccc(CN(C)C(=O)c2ccc(OCC(=O)Nc3cccc(C(F)(F)F)c3)c(OC)c2)cc1	0	-2
-3	O=C(NCC(=O)N1CCN(C(c2ccccc2)c2ccccc2)CC1)c1ccccc1Br	1	37
1	CC(C)(C)NC(=O)CN1C(=O)c2cccc3cccc1c23	2	-1
-1	COc1ccc(/C=N/NC(=O)c2ccn[nH]2)cc1COc1ccc([N+](=O)[O-])c(C)c1	4	18
1	CCOC(=O)c1cnc2nc(SCc3ccccc3Cl)[nH]n2c1=O	2	1
-2	CC(=O)/C(N=Nc1cc2c(c([N+](=O)[O-])c1C)C(C)(C)CC2(C)C)=C(\C)O	-5	6
2	CN(C)Cc1cc(OCc2ccccc2)cc(CN(C)C)c1O	0	1
7	C=CCn1c(SCC(=O)N2CCC(C)CC2)nc2c([nH]c3ccccc32)c1=O	-2	-4
61*	CC1(O)C(c2ccccc2)=Nc2ccccc21 (centres undefined)	-1	-2
1	CN(Cc1ccccc1)C(=O)CN1C(=O)NC2(CCCc3sccc32)C1=O (centres undefined)	-4	8
10	NC(=O)N/N=C/c1ccc2cccc(OCc3ccccc3)c2n1	1	-1
-2	O=C(COc1ccc(F)cc1)Nc1nc(-c2cccnc2)cs1	0	0
2	O=C(c1cc2ccccc2o1)N1CCN(Cc2nc3ccccc3s2)CC1	1	3
-1	Clc1cnc2nc(SC/C=C/c3ccccc3)[nH]c2c1	1	-4
-3	Cc1cc(N2CCOCC2)nc(N2CCOCC2)c1C#N	-1	-2
0	O=c1c2ccccc2ncn1-c1ccc(Cl)cc1Cl	-1	-2
3	Cc1cc(OCC(=O)Nc2nccs2)c2c(C)c(C)c(=O)oc2c1	-1	0
3	O=C1CC(=Nc2ccc([N+](=O)[O-])cc2)NN1c1c(Cl)cc(Cl)cc1Cl	2	9
0	O=C(O)CCC(=O)NCc1c(Cl)cccc1Sc1ccc(Cl)cc1	0	28
0	CCCCN(C(=O)COC(=O)c1sccc1C)c1c(N)n(CCC)c(=O)[nH]c1=O	1	-1
-4	CCc1ccc(/C=C2\SC(=S)N(CCCC(=O)N3CCCC3)C2=O)cc1	-3	9
0	COc1ccc(C(=O)N2CC(c3ccc(Cl)cc3)CC2=O)cc1 (centres undefined)	-3	0
0	O=C(N/C(=C/c1ccc(F)cc1)C(=O)N1CCOCC1)c1ccco1	-3	-2
-1	CCCCCCCC1=NN(c2ccc(S(=O)(=O)O)cc2)C(=O)C1N=O (centres undefined)	-1	2
15	O=[N+]([O-])c1cccc(N=NNc2cccc([N+](=O)[O-])c2)c1	1	-1
24	COc1cccc(C2Oc3ccccc3C3CC(c4cccs4)=NN32)c1 (centres undefined)	-2	0
-1	Cc1ccc(S(=O)(=O)CCC(=O)Nc2cc(C)on2)cc1	2	-5
0	O=C(NCCS(=O)(=O)NCc1cccs1)c1ccccc1	-4	-1
-4	CCOC(=O)C1=C(C)OC2(O)c3ccccc3C(=O)C12O (centres undefined)	-2	107*
43*	O=C(Nc1nc2ccsc2c(=O)s1)c1ccco1	-1	4
-1	O=[N+]([O-])c1cc2ncccc2c2ncccc12	0	56*
0	S=C(Nc1ccccc1)Nc1ccccc1-n1cccc1	5	2

Remaining list, next part.
Wnt bcat act	structure	V-ATPase pH	NSD2 inh
0	Cc1nc(=O)c(-c2ccccc2)c(C)n1-c1ccccc1Cl	4	1
-3	CSc1ncccc1C(=O)N1CCCC(N2CCN(c3ccccc3C)CC2)C1 (centres undefined)	-5	3
-3	CC(=O)C1=C(O)C(=CC=Cc2ccccc2)OC1=O	3	6
-1	O=C(NCC(c1ccco1)N1CCCC1)c1cccc(S(=O)(=O)N2CCc3ccccc32)c1 (centres undefined)	1	3
8	O=S1(=O)CC(c2ccccc2)=NN=C(c2ccccc2)C1	1	0
3	CC(/C=N/NC(=O)c1ccccn1)=C\c1ccco1	-4	1
3	CCCNC(=O)c1cc(S(=O)(=O)N2CCC3(CC2)OCCO3)ccc1F	1	1
-1	COc1ccc(/C(O)=C2/C(=O)C(=O)N(CCCN3CCOCC3)C2c2ccc(Cl)cc2)cc1 (centres undefined)	3	0
0	CC(C)(C)c1cc2nc3c(c(=O)n2[nH]1)CN(Cc1ccccc1)C3=O	0	0
-1	CC(Sc1nc(-c2ccccc2)c(-c2ccccc2)[nH]1)C(=O)NCC1CCCO1 (centres undefined)	2	-1
-4	CCCn1c(=S)[nH]c2cc(C(=O)NCc3ccccc3OC)ccc2c1=O	-3	0
-1	O=C(O)CCC(C(=O)O)N1C(=O)C2C3CCC(C3)C2C1=O (centres undefined)	2	-1
-2	CCn1c(SCC(=O)OC(C)C)nnc1-c1ccccc1	-3	-6
-8	O=C(N/N=C/c1c(O)ccc2ccccc12)C(=O)N1CCCC1	0	4
3	COc1ccc(C=NCCc2ccc(OC)c(OC)c2)cc1OC	-1	3
7	O=c1cc(-c2ccccc2)nc2c(Cl)cc(Cl)cn12	-3	-1
-1	COc1ccc(/C=N/NC(=O)c2cccc3ccccc23)c(OC)c1OC	-6	0
-2	COc1ccc(CC(=O)OCC(=O)Nc2ccc3[nH]c(=O)[nH]c3c2)cc1OC	-2	4
3	O=C(N=C1SC2CS(=O)(=O)CC2N1Cc1ccccc1)c1ccccc1 (centres undefined)	1	-2
3	COc1ccc(-n2ncc(C(=O)N3CCN(c4ccc(F)cc4)CC3)c2C)cc1	-3	0

Screens (PubChem BioAssay)
